Compound activity deposited in PubChem by The Scripps Research Institute Molecular Screening Center.
CHO parental Ca = ATP-evoked calcium signal inhibitors, parental CHO, primary screen, counter-screen for OX1R antagonist project, cell-based, fluorescence, Fluo-8 calcium dye; 330,000 compounds, 0.63% hits; inhibition, % at 5.6 µM; AID 463079, 2010; parental CHO-K1, ATP-induced calcium, Fluo-8 fluorescence;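 active means inhibition above that plate's mean sample inhibition plus 3 SD, cut at about 26% in these data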;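 further: 0% = ATP-challenged DMSO wells and 100% = DMSO wells without ATP; some compounds past the cut are filed as inactive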
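Material: Parental CHO cells | Reagent: ATP | Compound dosing: Single nominal dose of 5.6 µM per compound | Detection: Intracellular calcium via Fluo-8 no-wash fluorescent dye | Read-out: % inhibition of ATP-induced calcium mobilization | Benchmarks: Low control ATP plus DMSO, high control DMSO only | Replicates: Singlicate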
OXTR potentiator = human OXTR potentiators, primary screen, fluorescence, CHO-OTR cells, Fluo-8 calcium. Oxytocin receptor (Homo sapiens), P30559. Fluo-8 calcium fluorescence, potentiator mode; 0% = oxytocin EC15, 100% = EC100. activation, % at 3 µM. 320,000 compounds, 0.061% hits. AID 2445, 2010;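 active means activation above that plate's cutoff, the mean activation of tested compounds plus 3 SD, cut at about 6.6% in these data, passing the limit was not always enough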;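 further: 100% uses oxytocin at 75 nM as the full agonist control; some results filed as inactive read as strong as hits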
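Measured by – Fluo-8 calcium dye fluorescence · Test system – human OTR in CHO cells · Dosing – one concentration, 3.0 µM compound · Controls – EC15 oxytocin alone as 0%, 75 nM oxytocin as 100% · Evaluation – normalized max/min fluorescence ratio, % activation · Timing – 6 min pre-incubation, 100 s read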
CHO-K1 Ca antag = counter-screen for M1 antagonists: effect in parental CHO-K1 cells | ATP-induced calcium, Fluo-8 fluorescence | inhibition, % at 3 µM | 360,000 compounds, 0.6% hits;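 active means inhibition above a per-plate cutoff, the plate's mean sample inhibition plus 3 SD, cut at about 24% in these data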;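 further: 0% = DMSO plus EC80 ATP and 100% = DMSO alone without ATP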
CHO-K1 Ca ag = counter-screen for M1 agonists: effect in parental CHO-K1 cells; 360,000 compounds, 0.48% hits; activation, % at 3 µM; Fluo-8 calcium fluorescence; scaled to maximal ATP response, vehicle zero; in the data active means activation above about 15%;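 further: untransfected CHO-K1 host cells lacking M1 receptor as counterscreen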
TAAR1 antagonist = human TAAR1 antagonists, primary screen, Fluo-8 calcium fluorescence, CHO RD-HGA16 cells. inhibition, % at 3 µM. 360,000 compounds, 1.5% hits. antagonist;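 active means inhibition above a per-plate cutoff, the mean inhibition of test compounds on that plate plus 3 SD, cut at about 49% in these data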;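 further: 0% = DMSO plus EC80 beta-PEA response and 100% = DMSO alone without agonist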
Target sequence (Q96RJ0 whole entry, looked up): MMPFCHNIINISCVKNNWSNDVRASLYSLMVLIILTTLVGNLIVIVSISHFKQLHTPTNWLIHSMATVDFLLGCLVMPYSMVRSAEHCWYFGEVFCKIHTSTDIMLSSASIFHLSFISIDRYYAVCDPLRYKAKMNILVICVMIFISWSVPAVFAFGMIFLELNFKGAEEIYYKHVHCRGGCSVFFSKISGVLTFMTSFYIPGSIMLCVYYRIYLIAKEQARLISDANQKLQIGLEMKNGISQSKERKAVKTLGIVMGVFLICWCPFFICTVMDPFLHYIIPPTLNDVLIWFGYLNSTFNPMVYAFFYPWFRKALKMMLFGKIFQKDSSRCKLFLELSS
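Material: CHO RD-HGA16 cells bearing hTAAR1; compound dosing: one-point dosing, 3 µM nominal final; schedule: dye loading 75 min at 37 °C, then 30 min room temperature; measured by: calcium fluorescence with Fluo-8; control set: vehicle and agonist controls; replication: n of 1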
CHO-K1 Ca PAM = nonselective calcium activators in parental CHO-K1 cells, primary screen, counter-screen for M1 PAM project, cell-based, Fluo-8 calcium fluorescence, full deck, 1536-well; ATP EC20; 0% at ATP EC20, 100% at ATP max; activation, % at 3 µM; 360,000 compounds, 0.02% hits; AID 602247, 2012;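 active means activation above the run cutoff, the mean activation of all test compounds plus 3 SD, cut at about 40% in these data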;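 further: peak over basal fluorescence ratio in a 140 s read after ATP addition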
OXTR ag = human OXTR agonists, primary screen, fluorescence, CHO-OTR cells, Fluo-8 calcium; Oxytocin receptor (Homo sapiens), P30559; Fluo-8 calcium fluorescence; normalized: DMSO 0%, oxytocin 100%; activation, % at 3 µM; 320,000 compounds, 0.32% hits; AID 2435, 2010;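 active means activation above the mean of all tested compounds plus 3 SD, cutoff set per screening run, cut at about 20% in these data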;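 further: peak over basal fluorescence ratio from a 100 s FLIPR kinetic read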
GPR7 antag = GPR7 receptor antagonists, primary screen, cell-based, fluorescence, single concentration | GPR7-expressing cells, fluorescence antagonist assay | Neuropeptides B/W receptor type 1 (Homo sapiens), P48145 | 290,000 compounds, 1.1% hits | inhibition, % at 4.4 µM; in the data active means inhibition above about 16%, passing the limit was not always enough;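 further: cells stimulated with the agonist NPW; 0% = agonist with vehicle and 100% = vehicle without agonist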
Target sequence (P48145 whole entry, looked up): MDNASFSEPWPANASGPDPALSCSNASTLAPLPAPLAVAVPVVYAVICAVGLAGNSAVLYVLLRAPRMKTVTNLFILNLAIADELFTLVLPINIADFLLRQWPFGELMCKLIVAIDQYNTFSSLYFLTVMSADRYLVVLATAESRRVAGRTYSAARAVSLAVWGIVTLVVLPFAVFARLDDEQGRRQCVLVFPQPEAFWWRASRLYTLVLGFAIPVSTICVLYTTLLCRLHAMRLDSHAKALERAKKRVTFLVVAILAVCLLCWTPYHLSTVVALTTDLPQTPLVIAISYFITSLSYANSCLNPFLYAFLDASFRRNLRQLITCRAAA
V1R ag counter = agonists of human V1a receptor, primary screen, counter-screen for OXTR agonist project, fluorescence, CHO-V1R cells; Fluo-8 calcium fluorescence, agonist mode; 0% DMSO, 100% 3 nM vasopressin; 320,000 compounds, 0.25% hits; activation, % at 3 µM; Vasopressin V1a receptor (Homo sapiens), P37288;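 active means activation above the mean activation of all tested compounds plus 3 SD, per screening run, cut at about 20% in these data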;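 further: signal is peak over basal fluorescence ratio across a 100 second FLIPR read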
Target sequence (P37288 whole entry, looked up): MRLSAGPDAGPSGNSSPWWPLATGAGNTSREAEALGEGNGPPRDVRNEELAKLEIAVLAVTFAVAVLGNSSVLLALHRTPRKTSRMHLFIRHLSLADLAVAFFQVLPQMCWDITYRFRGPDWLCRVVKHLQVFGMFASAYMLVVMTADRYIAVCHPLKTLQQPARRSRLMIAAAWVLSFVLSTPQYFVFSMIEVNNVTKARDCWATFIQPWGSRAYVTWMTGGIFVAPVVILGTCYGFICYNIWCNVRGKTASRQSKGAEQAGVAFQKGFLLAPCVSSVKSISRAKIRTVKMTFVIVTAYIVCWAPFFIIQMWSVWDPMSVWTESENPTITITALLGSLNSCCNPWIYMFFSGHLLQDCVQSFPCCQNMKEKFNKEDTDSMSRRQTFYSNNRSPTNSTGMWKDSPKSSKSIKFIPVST
Active calls of the source: *; · = no result given.

Preview, 3 compounds:
Below each SMILES: CHO-K1 Ca PAM	OXTR ag	CHO-K1 Ca antag	CHO-K1 Ca ag	CHO parental Ca	GPR7 antag	OXTR potentiator	V1R ag counter	TAAR1 antagonist
> CCOC(=O)C#CC(CCc1ccccc1)OS(N)(=O)=O (stereo unspecified)
→ 15	1.1	-14	0.8	-6	7	-8	-0.5	10
> O=C(Cn1cnc([N+](=O)[O-])n1)c1ccccc1
→ -9	·	2	0.2	·	8	·	·	-8
> O=C1CSC(c2ccccc2F)N1c1ccccc1F (stereo unspecified)
→ 14	-1.3	-7	0.6	-11	-7	1	-1.0	5

Results, previewed entries included:
Below each SMILES: CHO-K1 Ca PAM	OXTR ag	CHO-K1 Ca antag	CHO-K1 Ca ag	CHO parental Ca	GPR7 antag	OXTR potentiator	V1R ag counter	TAAR1 antagonist
> CCOC(=O)C#CC(CCc1ccccc1)OS(N)(=O)=O (stereo unspecified)
→ 15	1.1	-14	0.8	-6	7	-8	-0.5	10
> O=C(Cn1cnc([N+](=O)[O-])n1)c1ccccc1
→ -9	·	2	0.2	·	8	·	·	-8
> O=C1CSC(c2ccccc2F)N1c1ccccc1F (stereo unspecified)
→ 14	-1.3	-7	0.6	-11	-7	1	-1.0	5
> N#CNc1nc(O)cc(=O)[nH]1
→ 1	0.0	-8	0.8	-2	-12	-5	0.6	·
> COc1nc2ccccc2nc1CCC(=O)O
→ -10	-0.3	3	0.1	-3	-8	0	0.8	7
> COc1cccc(NC(=O)NCCCCc2ccccc2)c1
→ 2	-0.9	-8	1.6	-16	0	-13	2.1	8
> C=CCNC(=S)NCCCCC1NC(=S)N(CC=C)C1=O (stereo unspecified)
→ 25	0.4	-5	2.9	5	2	-5	-0.4	7
> O=C(CCn1c(=S)oc2ccccc21)NC1CCCCCC1
→ 14	-0.3	-11	0.1	-12	-11	-3	-0.2	-19
> O=C(NCCC(=O)N1CCCCCCC1)c1ccc(Br)cc1
→ 21	0.6	-19	0.5	-19	·	2	-0.2	-12
> CCCOC(=O)C1=C(C)NC2=C(C(=O)CCC2)C1c1cccs1 (stereo unspecified)
→ -7	-1.7	7	0.0	1	-2	-3	-1.2	-17
> O=S(=O)(Nc1ccccc1)c1ccc(Oc2ncc(C(F)(F)F)cc2Cl)cc1
→ 25	30*	2	7.2	73*	-4	-25	22*	69*
> CC[C@@H]1C/C=C\Cc2ccccc2[C@@H](C(=O)C[C@H](O)CC(C)=O)OC1=O
→ 7	-0.7	-7	0.4	-8	·	-2	-0.4	-12
> CCC(NC(=O)Nc1ccc(O)cc1)(C(F)(F)F)C(F)(F)F
→ 9	-1.2	3	0.3	2	-4	-7	0.2	-12
> CCO[C@@H]1OC(C(N)=O)=C[C@H](C2CC2)[C@H]1CCCO
→ -11	-1.1	4	0.0	-12	·	-9	0.5	8
> COc1ccc(NS(=O)(=O)c2cc(NC(=O)c3ccncc3)ccc2N2CCOCC2)cc1
→ 11	-0.6	-4	0.3	-10	1	-2	0.9	16
> O=C(CCS(=O)(=O)c1ccccc1)Nc1cccc2c1C(=O)NC2=O
→ 9	0.7	-7	0.0	-7	-10	-18	0.5	-20
> O=C(CCC(=O)OCC(=O)c1ccccc1)Nc1cccc(Cl)c1
→ 14	0.6	-2	0.8	-1	0	0	-0.2	1
> COc1cc(CNCCCO)ccc1OCC(=O)NC(C)(C)C
→ 4	0.5	-15	1.5	4	-3	-3	1.0	2
> CCSc1nnc(SCC(=O)Nc2cc(C)on2)s1
→ 15	0.7	-14	-0.1	-6	·	4	2.0	-14
> COc1ccccc1NC(=S)N1CCOCC1
→ 18	1.4	-3	0.2	2	-2	0	0.3	1
> COC(C[C@H]1O[C@H]1C(=O)COCc1ccccc1)OC
→ 13	·	-9	0.9	·	·	·	·	-13
> CCOc1ccc(Nc2ncnc3c2cnn3Cc2ccccc2)cc1
→ 8	-1.8	-6	0.8	-18	-9	-4	-0.3	-20
> O=C(O)c1cc2cc(Cl)ccc2[nH]1
→ -2	·	-3	0.2	·	·	·	·	-13
> OCCNc1ncnc2c1cnn2Cc1ccccc1
→ 9	·	8	0.0	·	-9	·	·	7
> CC(C)(C)NS(=O)(=O)c1ccc(/C=C/C(=O)O)cc1
→ -20	-0.5	9	-0.1	-1	-20	-5	-0.8	-11
> CNC(=O)COC(=O)CCC(=O)c1ccc(Cl)cc1
→ 9	0.5	-1	1.2	-11	0	-14	1.2	-25
> O=[N+]([O-])c1ccc(CCNc2cccc3ccccc23)c([N+](=O)[O-])c1
→ 21	-0.8	-8	1.7	-3	3	-5	-0.2	15
> COc1ccccc1NC(=O)CN1C(=O)COc2ccc(C)cc21
→ -5	4.8	-3	1.5	-14	-3	-4	5.3	17
> COCCN(C(=O)COC(=O)/C=C/c1cccc(OC)c1)c1c(N)n(CC(C)C)c(=O)[nH]c1=O
→ 3	·	-7	0.6	·	·	·	·	-18
> Clc1cccc(-c2ccc3ncnc(NCc4cccs4)c3c2)c1
→ 25	0.5	-20	2.9	-23	·	-9	0.2	19

Compound profiles, as listed above. Screens in order: CHO-K1 Ca PAM, OXTR ag, CHO-K1 Ca antag, CHO-K1 Ca ag, CHO parental Ca, GPR7 antag, OXTR potentiator, V1R ag counter, TAAR1 antagonist
`COc1cc(CNCCCO)ccc1OCC(=O)NC(C)(C)C` is listed as 4, 0.5, -15, 1.5, 4, -3, -3, 1.0, 2
`COc1cccc(NC(=O)NCCCCc2ccccc2)c1` is listed as 2, -0.9, -8, 1.6, -16, 0, -13, 2.1, 8
`CC[C@@H]1C/C=C\Cc2ccccc2[C@@H](C(=O)C[C@H](O)CC(C)=O)OC1=O` is listed as 7, -0.7, -7, 0.4, -8, ·, -2, -0.4, -12

Next part
Below each SMILES: CHO-K1 Ca PAM	OXTR ag	CHO-K1 Ca antag	CHO-K1 Ca ag	CHO parental Ca	GPR7 antag	OXTR potentiator	V1R ag counter	TAAR1 antagonist
> O=c1nc(N/N=C/c2ccccn2)cn[nH]1
→ 16	-1.1	-8	0.1	-6	-5	-8	-0.3	-10
> COCCCNC(CC(=O)Nc1ccc(OC)cc1OC)C(=O)O (stereo unspecified)
→ 19	-0.2	-12	0.4	3	-9	1	0.3	10
> O=C(/C=C/c1ccc(Cl)cc1)NCCSc1ccccc1
→ 16	1.8	-6	1.7	-10	-6	-4	4.2	11
> O=C(c1ccccc1Cl)N(Cc1ccc(Br)cc1)N1C(=O)CCCC1=O
→ 17	0.1	-7	3.4	-2	5	-6	0.5	0
> Cc1ccc2nc(C3CCN(C(=O)c4ccco4)CC3)[nH]c2c1
→ 22	-0.9	-8	0.1	-9	-2	2	0.0	20
> Cc1nc(-c2cn[nH]c2)c2cc(C)oc2n1
→ -1	0.0	7	0.1	25	1	-9	0.0	5
> COc1ccc(C2c3c(ccc4ccccc34)Oc3ncn4nc(Cc5ccc(OC)c(OC)c5)nc4c32)cc1 (stereo unspecified)
→ ·	1.2	·	·	-19	-9	0	1.1	·
> CCN1CC(C)(C)N(C(=O)c2ccccc2)CC1(C)C
→ -7	·	-10	0.3	·	·	·	·	-4
> COc1ccc(OC)c(C2CC(=O)N3CN(c4cccc(Cl)c4C)CSC3=C2C#N)c1 (stereo unspecified)
→ 16	-1.1	-5	0.1	-8	11	-5	0.2	-9
> CCOC(=O)[C@@H]1[C@H]2COc3cc(OC)ccc3[C@@H]2N2C(=O)N(c3ccccc3)C(=O)[C@@]12C
→ 14	0.1	-12	0.4	-15	·	3	1.1	18
> CSc1nnc(NC(=O)c2nc(S(=O)(=O)Cc3ccccc3)ncc2Cl)s1
→ 0	-0.6	-6	0.9	0	-12	-3	0.1	-17
> CCN(CC)c1ccc2c(c1)oc(=O)c1c(Cl)cc(=O)oc12
→ -9	8.3	20	3.4	16	-8	-13	6.7	·
> O=C(Nc1cc([N+](=O)[O-])ccc1N1CCCC1)c1ccccc1
→ 16	-1.9	-10	4.5	-13	-5	-1	0.8	4
> C=CCOc1ccc(C2OC34CCCCC3C(C#N)(C#N)C2(C#N)C(=N)O4)cc1 (stereo unspecified)
→ 24	1.3	-13	1.3	-15	-14	-8	1.5	·
> O=C(NC(=S)NNC(=O)c1ccccc1O)c1ccc([N+](=O)[O-])cc1
→ 3	7.2	-7	0.6	-1	-8	-12	11	21
> Cc1ccc(O)c(/C=N/NC(=O)CN2CCCC2)c1
→ -4	0.6	-2	0.5	-12	-9	-8	2.4	-9
> CN1CCN(C(=O)c2ccc3c(c2)S(=O)(=O)c2ccccc2C3=O)CC1
→ 22	-0.2	-12	0.1	-8	-1	-1	5.1	-15
> COC(=O)c1cccc(NC(=O)/C=C/c2ccc3c(c2)OCO3)c1
→ 3	-0.4	3	5.1	-5	5	-2	0.9	28
> COC(=O)c1sccc1NS(=O)(=O)c1ccc(OC)cc1
→ 5	1.1	-20	2.8	-4	8	-10	1.2	8
> O=C(CCCC(=O)N(c1ccc(F)cc1)C(C(=O)NC1CCCC1)c1ccc(O)cc1)Nc1ccccn1 (stereo unspecified)
→ -4	-0.8	-12	1.1	-26	-1	-11	0.5	-8
> O=C(CSc1nc2[nH]ncc2c(=O)n1-c1ccccc1Br)NCc1ccco1
→ 20	0.6	-14	0.2	1	-6	0	12	19
> CCSc1nnc(NC(=O)[C@@H](NC(=O)c2cccc(C)c2)C(C)C)s1
→ 14	-2.8	-11	-0.4	-16	0	-3	-0.6	-3
> O=c1c2ccccc2nnn1Cc1cccc2ccccc12
→ 23	-1.8	-4	-0.2	-15	-4	-1	-0.4	-24
> COc1ccc(N2CC(C(=O)Nc3cc(C)ccn3)CC2=O)cc1 (stereo unspecified)
→ 14	0.0	-1	0.2	4	-2	-8	0.3	-29
> O=C(Nc1cnn(Cc2ccc(F)cc2)c1)c1cc2nc(-c3ccco3)cc(C(F)(F)F)n2n1
→ -4	-1.8	12	-0.2	-5	0	-8	0.2	-18
> Fc1ccccc1CNC(=S)NC1CCCCC1
→ 14	·	-4	1.6	·	-13	·	·	-34
> COc1ccc(NC(=S)N2CCN(S(=O)(=O)c3ccc(F)cc3)CC2)cc1
→ -20	·	12	0.3	·	-11	·	·	-7
> Cc1ccc(N(CC(=O)Nc2ccccc2-c2ccccc2)S(=O)(=O)c2ccccc2)cc1
→ 20	-0.9	-13	0.9	-33	-1	-22	1.5	-7
> C=CCNC(=O)c1cc2c(=O)n3cc(C)ccc3nc2nc1NCC1CCCO1 (stereo unspecified)
→ ·	-0.1	·	·	7	-8	-4	-0.9	·
